Source: PubChem BioAssay
IAP activation – activators of mouse IAP, confirmation, biochemical, luminescence, single concentration (AID 434970); activity change, negative = activation, % at 10 µM; intestinal alkaline phosphatase [Mus musculus]; hit rate 2.9% among 11,000; purified mouse IAP, CDP-Star luminescence, 30 min; stronger effect = lower value; in the data active = activity change below about -85%;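 note: percent relative to enzyme plus DMSO wells and wells without enzyme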
IAP activation Fold change – further read-out of IAP activation, marked with its call; activation factor; measured here: IAP activation factor; stronger effect = higher value;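 fold luminescence change scaled to plate control wells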
* hit, by the source's call. Not all compounds are listed; rates above refer to the full screens.

SMILES	IAP activation	IAP activation Fold change
COC(=O)[C@@]1(C)[C@H]2C(=O)N(C)C(=O)[C@H]2[C@H]2CN=C(SC)N21	3	0.97
COc1ccc(NC(=O)CCOc2ccccc2)c(OC)c1	4	0.96
COc1ccccc1C1CC(=O)Oc2cc(OC)c(OC)c(OC)c21 (configuration not stated)	-4	1
CCN(CC)c1cc(C)c2cc(NC(=O)CNC(C)=O)ccc2n1	-1	1
COc1ccc(NC(=O)CN2CCC(C(N)=O)CC2)cc1	4	0.96
O=C(CCn1c(=O)oc2ccccc21)N1CCc2ccccc21	2	0.98
CCCCCC1CC(CC(=O)O)C(=O)O1 (configuration not stated)	6	0.94
Cc1cccc(NS(=O)(=O)c2cc(C(=O)OCC(=O)Nc3cc(C)on3)ccc2C)c1	3	0.97
CCCCOc1ccc(NC2=NC3(CCCCC3)N=C(N)N2)cc1	-453*	5.5*
CCOc1ccc(C2C(C(=O)c3ccco3)=C(O)C(=O)N2Cc2cccnc2)cc1 (configuration not stated)	1	0.99

Whole records as entered above:
`Cc1cccc(NS(=O)(=O)c2cc(C(=O)OCC(=O)Nc3cc(C)on3)ccc2C)c1` as listed: IAP activation = 3; IAP activation Fold change = 0.97
`O=C(CCn1c(=O)oc2ccccc21)N1CCc2ccccc21` as listed: IAP activation = 2; IAP activation Fold change = 0.98

Next part
SMILES	IAP activation	IAP activation Fold change
COc1cc(C2CC(=O)Oc3cc(C)c(Br)c(C)c32)cc(OC)c1OC (configuration not stated)	-6	1.1
CCCN1C(C)C(C(=O)OCC)=CN(Cc2cccc(I)c2)S1(=O)=O (configuration not stated)	-7	1.1
C#CCOC(=O)CCCC(=O)Nc1ccccc1OC	7	0.93
O=C(Cc1ccccc1)NC(NNc1ccccc1)(C(F)(F)F)C(F)(F)F	1	0.99
O=S(=O)(Nc1ccc(-n2cccc2)cc1)c1ccccc1	-2	1
COc1ccc(N2CC(C(=O)Nc3ccc(N4CCOCC4)cc3)CC2=O)cc1 (configuration not stated)	5	0.95
COc1ccc(-c2ccc(C#N)c(SCC(=O)Nc3sc4c(c3C#N)CCC4)n2)cc1OC	19	0.81
COc1ccc(C(=O)n2nc(-c3ccco3)nc2SC)cc1OC	36	0.64
N#CC1=C(N)OC2=C(CC/C2=C\c2ccccc2)C1c1ccccc1 (configuration not stated)	8	0.92
Cc1cc(NC(=O)c2cccc(C(=O)Nc3cc(C)on3)n2)no1	-4	1
O=C(Nc1cccc(Cl)c1)Nc1nc(-c2ccccc2)cs1	-116*	2.2*
COCCCNC(=O)Cn1cnc(C(=O)Nc2ccc(C)c(C)c2)n1	1	0.99
CCCOc1cc(CC(=O)NCc2ccco2)ccc1OC	-6	1.1
CCc1nnc(NC(=O)Cc2ccc(OC)cc2)s1	-8	1.1
CC(=O)Cc1nsc(NC(=O)c2csc3c2CCCC3)n1	3	0.97
C[C@@H]1[C@H]2[C@@H]3CC[C@@H](C3)[C@H]2CN[C@H]1c1cn(Cc2ccccc2)c2ccccc12	-9	1.1
Cc1ccc(NC(=O)C2=C(O)c3ccccc3N(C)S2(=O)=O)cc1	4	0.96
CCN(CC)C(=O)[C@H]1CC(CC(=O)NCCc2ccccn2)C(=O)N2CCc3c([nH]c4ccc(OC)cc34)[C@]12C (some centres not stated)	2	0.98
O=C(NC(NC(=S)Nc1ccc(Cl)cc1Cl)C(Cl)(Cl)Cl)c1cccc([N+](=O)[O-])c1 (configuration not stated)	26	0.74
O=C(CN1CCN(Cc2ccccc2F)C1=O)NCc1ccco1	-3	1
O=C(c1ccco1)N1CCN(CC(O)Cn2c3ccccc3c3ccccc32)CC1 (configuration not stated)	3	0.97
CCCN=C1N(CC)C[C@@H]2[C@@H]3C(=O)N(Cc4ccccc4)C(=O)[C@@H]3[C@](C)(C(=O)OC)N12	4	0.96
O=C(Cn1nc(-c2ccc(Cl)cc2)c2ccccc2c1=O)Nc1cccnc1	9	0.91
C[C@H](CO)N1C[C@H](C)[C@H](CN(C)S(=O)(=O)c2ccccc2)Oc2ccc(NC(=O)NC3CCCCC3)cc2CC1=O	-71	1.7
COC(=O)c1ccccc1S(=O)(=O)C(C)(C)C	9	0.91
COc1ccc(-c2noc(CCC(=O)N3CCN(c4ccccc4C)CC3)n2)cc1	4	0.96
COc1ccccc1NC(=O)CN1C(=O)NC(CC(C)C)C1=O (configuration not stated)	-11	1.1
CCn1nnnc1SCC(=O)c1ccc(NC(C)=O)cc1	-1	1
NS(=O)(=O)c1ccc(S(=O)(=O)N2CCCC2)cc1	6	0.94
Cc1ccc(-c2cn3c(=O)cc(C)[nH]c3n2)cc1	1	0.99
CSC1=N/C(=C\c2ccc(C)o2)C(=O)S1	28	0.72
COc1cccc(/C=N/NC(=O)c2c(-c3ccccc3)noc2C)c1	11	0.89
C[C@@H]1CC=C[C@@H]2[C@H]1C(=O)N(Cc1ccccc1)[C@H]2c1ccccc1Br	5	0.95
C[N+]1(CC#CC(O)(c2ccccc2)c2ccccc2)CCCC1	-4	1
CCC(NC(=O)C1CCC1)c1ccccc1 (configuration not stated)	-6	1.1
C/C(N)=C(/C#N)C(=O)COC(=O)CC12CC3CC(CC(C3)C1)C2	8	0.92
COc1ccccc1N(CC(=O)NC1CCCCC1)C(=O)c1csnn1	2	0.98
CC(=O)N1CCc2cc(S(=O)(=O)NCCCOC(C)C)ccc21	6	0.94
COc1cc(/C=N/NC(=O)CCc2c(C)n[nH]c2C)cc(OC)c1OC	10	0.9
Cc1ccc2[nH]c(=O)c(C(c3nnnn3C3CCCC3)N3CCCc4ccccc43)cc2c1 (configuration not stated)	60	0.4
COc1cc(OC)cc(C(=O)NCC(=O)OC2CCOC2=O)c1 (configuration not stated)	3	0.97
COc1ccc(-n2c(Cc3cccs3)nnc2SCC(=O)Nc2ccc3c(c2)OCCO3)cc1	-16	1.2
CC(=O)c1c(C)nc(-c2ccc(Cl)cc2)nc1NC(=O)C(C)C	3	0.97
NNC(=O)CN1C(c2cccc(Cl)c2)=Nc2ccc(Br)cc2C1c1ccccc1 (configuration not stated)	6	0.94
COc1ccc(C(=O)COC(=O)CCCn2c(=O)oc3ccccc32)cc1	11	0.89
Cc1cc(N2CCCCC2)nc(N2CCOCC2)n1	1	0.99
CCCNS(=O)(=O)c1ccc(CCC(=O)NCc2ccco2)cc1	3	0.97
CCn1c(SCC(=O)Nc2nccs2)nnc1-c1cc2cccc(OC)c2o1	12	0.88
CC1(C)Cc2c(ccc3ccccc23)C(=O)N1	0	1
COc1ccc(Cl)cc1-c1n[nH]c(=S)n1Cc1ccccc1	2	0.98
Carrying on:
SMILES	IAP activation	IAP activation Fold change
CC1(C)Cc2c(C#N)c(N3CCN(C(=O)c4ccco4)CC3)nc(-c3ccco3)c2CS1	27	0.73
Cc1ccc(-c2ccc(CCC(=O)O)n2Cc2ccco2)cc1	-8	1.1
COc1ccc(N(CC(=O)NC2CCCCC2)C(=O)CNC(=O)c2ccco2)cc1OC	-9	1.1
Cc1ccc(CNC(=O)c2cc3c(=O)n4ccccc4nc3n(CC3CCCO3)c2=N)cc1 (configuration not stated)	10	0.9
N#Cc1ccc(-n2nccc2-c2cnc3n(c2=O)CCS3)cc1	-4	1
Cc1sc(NC(=O)c2ccco2)c(C(c2cccnc2)N2CCC(C)CC2)c1C (configuration not stated)	1	0.99
CCOc1ccccc1NC(=O)Cn1c(C)cc(COC)c(C#N)c1=O	-1	1
CCSc1nc2ccccc2n1C(=O)Oc1ccccc1	4	0.96
CCCOc1c(Cl)cc(C(=O)Nc2ccc3c(c2)OCO3)cc1OCC	-12	1.1
CC(=O)NC1CC2CCCC(C1)N2C(=O)Nc1ccccc1 (configuration not stated)	-6	1.1
c1ccc2c(c1)ncn2CCn1cnc2ccccc21	1	0.99
CCCSc1nc(N2CCCC2)c2c(c1C#N)CC(C)(C)OC2	1	0.99
CCC(=O)N1CCc2cc(S(=O)(=O)NC(C(=O)NCc3ccc(F)cc3)C(C)C)ccc21 (configuration not stated)	6	0.94
CC[C@]1(C(=O)OC)[C@H]2C(=O)N(C)C(=O)[C@H]2[C@H]2CN(C)C(=NC3CCCCC3)N21	2	0.98
O=C(COC(=O)CNS(=O)(=O)/C=C/c1ccccc1)NC1CCS(=O)(=O)C1 (configuration not stated)	-8	1.1
O=C(O)CSC1CC(=O)N(c2ccc(Cl)cc2)C1=O (configuration not stated)	16	0.84
Cn1c(CCNC(=O)c2ccc(F)cc2)nc2ccccc21	-22	1.2
CCOC(=O)C1=CN(Cc2cccc(-c3ccc4c(c3)OCO4)c2)S(=O)(=O)N(C)C1C (configuration not stated)	0	1
CC(C)(C)c1ccc(O)c(N=Cc2cc3c(cc2[N+](=O)[O-])OCO3)c1	49	0.51
Nc1ccc2nc(-c3cc(Cl)c(N)c(Cl)c3)[nH]c2c1	-8	1.1
COC(=O)c1cn(NC(=O)c2cccc(N(C)C)c2)c(=O)c2ccccc12	0	1
Oc1cc(O)cc(/C=C/c2ccc(O)c(O)c2)c1	-12	1.1
CCCCCCCCCCNC(=O)CCn1[nH]c(=O)c2ccccc2c1=O	8	0.92
O=S(=O)(c1cccc(-c2nnc(SCc3nc4ccccc4s3)o2)c1)N1CCOCC1	21	0.79
O=C(O)CCCCCNC(=O)c1ccccc1	0	1
COc1cc(SC)ccc1C(=O)Nc1ccccc1C#N	13	0.87
Cc1sc2nc(CN3CCOCC3)nc(NS(=O)(=O)c3ccc4c(c3)OCCO4)c2c1C	4	0.96
Cc1ccc(S(=O)(=O)Oc2ccc(/C=N/NC(=O)c3nn(C)cc3Cl)cc2)cc1	0	1
Nc1ccc2oc(-c3cccs3)nc2c1	14	0.86
O=C(O/N=C(\c1ccccc1)c1ccccn1)c1ccc(Cl)c(Cl)c1	2	0.98
O=C(CN1CCOCC1)Nc1ccc(Oc2ccccc2)cc1	8	0.93
COc1ccc(COC(=O)NC2CCN(S(=O)(=O)c3ccc(OC)cc3)CC2)cc1	1	0.99
CCOC(=O)C1=C(C)N(C[C@@H]2CC[C@@H](Cc3ccc(-c4ccccc4)cc3)O2)C(=O)NC1c1ccc(-c2ccccc2)cc1 (some centres not stated)	-12	1.1
C[C@]12c3[nH]c4cc(-c5ccco5)ccc4c3CCN1C(=O)[C@@H](CC(=O)NCCN1CCOCC1)C[C@@H]2C(=O)N1CCOCC1	0	1
N#Cc1ccc(CSc2nnc(-c3cnccn3)o2)cc1	-2	1
O=C(Nc1cccc(C(F)(F)F)c1)c1ccc2nc(-c3ccco3)c(-c3ccco3)nc2c1	17	0.83
O=C(N/N=C/c1cccc([N+](=O)[O-])c1)c1ccc2c(c1)OCCO2	8	0.93
Cc1cccc[n+]1CC(=O)Nc1ccc([N+](=O)[O-])cc1Cl	-4	1
O=C(COc1ncnc2ccc(Br)cc12)Nc1ccc(N2CCOCC2)cc1	9	0.91
O=C(NCc1ccc(Cl)cc1Cl)C1CCN(S(=O)(=O)c2ccc3c(c2)OCCCO3)CC1	-48	1.5
CCn1c(SCCN2CCCCC2)nnc1-c1ccc(S(=O)(=O)N2CCOCC2)cc1	-6	1.1
CC(C)=CCC/C(C)=C/CNC(=O)C[C@H]1C[C@H](C(=O)N(C(C)C)C(C)C)[C@@]2(C)c3[nH]c4ccc(Cl)cc4c3CCN2C1=O	-25	1.3
CCCCN([C@H](CO)C(C)C)S(=O)(=O)c1ccccc1Br	4	0.96
CC1=C/C(=C/N(C)c2ccccc2)C(=O)S1	24	0.76
Cc1ccc2cccc(NC(=O)c3ccc(Br)o3)c2n1	-4	1
CC(=O)Nc1cccc(-c2nnc(SCC(=O)n3c4c(c5ccccc53)CCCC4)n2C)c1	-1	1
O=C(O)C(c1ccccc1)N1C(=O)/C(=C\c2ccc(O)c(O)c2)SC1=S (configuration not stated)	79	0.21
Cc1ccc2c(c1)c1nc3ccccc3nc1n2CCN1CCOCC1	10	0.9
CC[C@]12c3[nH]c4cc(-c5ccco5)ccc4c3CCN1C(=O)[C@@H](CC(=O)NCc1ccc(OC)c(OC)c1)C[C@@H]2C(=O)N1CCN(C(=O)C2CC2)CC1	-5	1.1
CCOC(=O)c1ccc(NC(=O)NC2CC3CCC(C2)N3Cc2nnnn2Cc2ccco2)cc1 (configuration not stated)	-95	1.9
Cc1cc(C)n(/N=C\c2c(O)ccc3ccccc23)c(=O)c1C(N)=O	8	0.92
CSc1nc2c(c(=O)[nH]1)C(c1cccs1)C1=C(CCCC1=O)N2 (configuration not stated)	-6	1.1
COc1cc(OC)c2c(-c3cccc(-c4cccc(N)c4)c3)cc(=O)oc2c1	-1	1

Structures shown so far that have two or more sulfur atoms, in the order listed:
SMILES	IAP activation	IAP activation Fold change
COc1ccc(-c2ccc(C#N)c(SCC(=O)Nc3sc4c(c3C#N)CCC4)n2)cc1OC	19	0.81
CC(=O)Cc1nsc(NC(=O)c2csc3c2CCCC3)n1	3	0.97
NS(=O)(=O)c1ccc(S(=O)(=O)N2CCCC2)cc1	6	0.94
CSC1=N/C(=C\c2ccc(C)o2)C(=O)S1	28	0.72
COc1ccc(-n2c(Cc3cccs3)nnc2SCC(=O)Nc2ccc3c(c2)OCCO3)cc1	-16	1.2
CCn1c(SCC(=O)Nc2nccs2)nnc1-c1cc2cccc(OC)c2o1	12	0.88
O=C(COC(=O)CNS(=O)(=O)/C=C/c1ccccc1)NC1CCS(=O)(=O)C1 (configuration not stated)	-8	1.1
O=S(=O)(c1cccc(-c2nnc(SCc3nc4ccccc4s3)o2)c1)N1CCOCC1	21	0.79
Cc1sc2nc(CN3CCOCC3)nc(NS(=O)(=O)c3ccc4c(c3)OCCO4)c2c1C	4	0.96
CCn1c(SCCN2CCCCC2)nnc1-c1ccc(S(=O)(=O)N2CCOCC2)cc1	-6	1.1
O=C(O)C(c1ccccc1)N1C(=O)/C(=C\c2ccc(O)c(O)c2)SC1=S (configuration not stated)	79	0.21
CSc1nc2c(c(=O)[nH]1)C(c1cccs1)C1=C(CCCC1=O)N2 (configuration not stated)	-6	1.1
